uPA surface inh: inhibitors of cell surface uPA generation. cell surface uPA generation assay, qHTS. Potency, µM (series often up to 38.3 µM), for inactives: top-dose activity change, negative = inhibition, actives largely listed as inhibitors. hit rate 0.31% among 330,000; active means well fitted inhibition curve with a large enough effect; inconclusive means small, poorly fitted or top-dose-only effect; inactive means no such curve, though single readings can be large or run the other way; tested in mouse RAW 264.7 cells; further: potency means the concentration at half of the fitted maximal effect; on the % scale 0 is the no-effect control and ±100 the full control effect; nearly all actives have a fitted effect of over 55% in size
KCNH2 3.1 inh: blocks the human KCNH2 3.1 channel isoform | U2OS KCNH2 3.1, thallium flux FluxOr; hits give low values | activity change, % (tested at about 1.8 µM) | hit rate 0.95% among 340,000 | AID 720553;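 active means maximum activity change below -70%; inconclusive means maximum activity change from -70% to -50%; inactive means maximum activity change above -50%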;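 further: thallium influx rate constant from kinetic fluorescence after stimulation buffer; on the % scale 0 is the no-effect control and ±100 the full control effect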
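FluxOr-based Tl+ influx in U2OS cells transduced with KCNH2 3.1 virus; rate constants normalized to DMSO controls.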
FLuc modulator: counter-screen for miR-21 project: firefly luciferase inhibitors or activators. P08659. purified FLuc, Km substrates, luminescence inhibition. Potency, µM (highest dose often 57.5 µM), inactives show at the top dose activity change, negative = inhibition, usual class: inhibitors. hit rate 6.9% among 360,000. AID 588342;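 further: potency means the concentration at half of the fitted maximal effect; plate controls were vehicle for no effect and reference inhibitor for full effect; nearly all actives have a fitted effect of over 55% in size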
Target sequence (P08659 whole entry, looked up): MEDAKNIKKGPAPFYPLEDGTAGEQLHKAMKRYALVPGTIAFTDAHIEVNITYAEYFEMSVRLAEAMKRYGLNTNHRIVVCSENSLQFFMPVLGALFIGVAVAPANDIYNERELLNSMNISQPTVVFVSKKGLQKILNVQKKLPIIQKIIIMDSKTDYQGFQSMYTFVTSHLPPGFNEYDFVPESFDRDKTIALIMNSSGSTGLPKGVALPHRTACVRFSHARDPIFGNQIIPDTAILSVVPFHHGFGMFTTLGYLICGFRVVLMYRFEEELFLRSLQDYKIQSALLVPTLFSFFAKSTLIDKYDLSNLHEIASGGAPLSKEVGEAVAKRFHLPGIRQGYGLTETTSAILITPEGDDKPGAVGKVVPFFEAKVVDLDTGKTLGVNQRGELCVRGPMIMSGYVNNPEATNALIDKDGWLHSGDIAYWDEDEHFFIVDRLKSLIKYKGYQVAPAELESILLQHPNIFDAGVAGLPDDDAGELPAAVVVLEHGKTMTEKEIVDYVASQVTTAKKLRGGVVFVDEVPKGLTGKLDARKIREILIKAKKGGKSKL
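Purified P. pyralis luciferase, 10 nM final, with Km-level 10 uM D-luciferin and 10 uM ATP in 50 mM Tris acetate pH 7.5, 10 mM Mg acetate, 0.01% Tween-20, 0.05% BSA; 6-point qHTS titration about 60 µM downward; luminescence read.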
Tb PFK block: T. brucei PFK enzyme inhibition | O15648 | Potency, µM (doses to about 57.5 µM), without a hit: top-dose activity, negative = inhibition, hits mostly inhibitors | T. brucei PFK, ADP-Glo luminescence | hit rate 0.17% among 330,000;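 further: potency means the concentration at half of the fitted maximal effect; 0% = uninhibited 1x PFK enzyme wells and -100% = no-enzyme wells; nearly all actives have a fitted effect of over 60% in size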
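PFK 1.25 nM, F6P 0.5 mM, ATP 0.1 mM, 0.1 M TEA pH 8.0, 5 mM MgCl2, 0.01% Tween20, 0.1% BSA; 45 min RT. ADP-Glo readout. qHTS titration up to 57 uM; curves fitted, compounds curve-classed.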
NPC1 prom act: NPC1 promoter activation; Huh7 NPC1 promoter luciferase reporter, 24 h; hit rate 2.4% among 320,000; Potency, µM (series often up to 9.22 µM), for inactives: at the top dose activation, actives largely listed as activators;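 further: potency means the concentration at half of the fitted maximal effect; % of control where 0% means no effect; nearly all actives have a fitted effect of over 60% in size; reporter is driven by a mutant NPC1 promoter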
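Luminescence from an NPC1 promoter-driven luciferase reporter in stably transfected Huh7 cells was measured after 24 h compound treatment at 37 °C, followed by 10 min ambient incubation with luciferase detection reagent.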
RORg inh: inhibitors of mouse ROR gamma transcriptional activity | Drosophila S2 Gal4-RORgamma UAS-luciferase reporter, 20 h | P51450 | AID 2551 | hit rate 5.4% among 310,000 | Potency, µM (doses to about 53.6 µM), for the others: at the top dose activity change, negative = inhibition, hits mostly inhibitors; further: potency means the concentration at half of the fitted maximal effect; on the % scale 0 is the no-effect control and ±100 the full control effect; nearly all actives have a fitted effect of over 60% in size
Target sequence (P51450 whole entry, looked up, the tested form may be a part): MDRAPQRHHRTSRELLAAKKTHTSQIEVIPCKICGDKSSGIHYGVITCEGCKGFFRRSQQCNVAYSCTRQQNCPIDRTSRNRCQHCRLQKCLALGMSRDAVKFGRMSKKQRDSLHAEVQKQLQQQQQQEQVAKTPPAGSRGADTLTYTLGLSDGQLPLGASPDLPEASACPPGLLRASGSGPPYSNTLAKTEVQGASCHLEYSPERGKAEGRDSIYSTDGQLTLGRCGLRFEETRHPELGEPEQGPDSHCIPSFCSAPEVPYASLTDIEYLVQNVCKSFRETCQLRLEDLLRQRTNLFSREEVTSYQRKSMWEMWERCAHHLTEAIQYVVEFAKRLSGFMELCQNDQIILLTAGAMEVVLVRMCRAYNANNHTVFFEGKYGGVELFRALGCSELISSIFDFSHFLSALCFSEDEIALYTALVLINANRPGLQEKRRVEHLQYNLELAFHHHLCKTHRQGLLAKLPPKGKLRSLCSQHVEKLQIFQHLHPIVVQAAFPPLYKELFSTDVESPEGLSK
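ROR gamma transcriptional activity was tracked as Gal4-UAS luciferase output in stably transfected Drosophila Schneider cells, with compound added 1 hr before 700 uM copper sulfate induction and a 20 hr ambient-temperature incubation.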
ELG1 genotox: genotoxicity induction in ELG1-luciferase HEK293T cells; hit rate 1.3% among 330,000; HEK293T ELG1-luciferase reporter, luminescence, 16 h; Potency, µM (series often up to 46 µM), without a hit: at the top dose activity change, positive = activation, usual class: activators; AID 504466; further: potency means the concentration at half of the fitted maximal effect; % of control where 0% means no effect; nearly all actives have a fitted effect of over 60% in size
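Reporter readout depends on ELG1 protein level, which increases with genetic stress. After 16 hr compound exposure at 37 °C, luciferase activity was quantified using ONE-Glo.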
FBPA coupling cs: coupling enzyme interference in Giardia aldolase counter-screen; coupling enzyme system counterscreen, AmpLite Red fluorescence; activity change, negative = inhibition, % at 58.2 µM, hits read low; hit rate 0.67% among 290,000; in the data active means activity change below about -30%; further: on the % scale 0 is the no-effect control and ±100 the full control effect
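Counterscreen lacking aldolase: glyceraldehyde-3-phosphate coupling-enzyme reagent preincubated 10 min at RT with compound (at 57.5 uM final), then substrate/coupling system with AmpLite Red added; fluorescence read at 525/598 nm after 20 min RT.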
VP16 counter: counter-screen for ROR gamma inhibitors: Gal4-VP16 reporter | Drosophila S2 Gal4-VP16 UAS-luciferase, luminescence, 20 h | Potency, µM (series often up to 53.6 µM), inactives show top-dose activity, negative = inhibition, usual class: inhibitors | hit rate 3.5% among 310,000;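 further: Gal4-VP16 expression switched on by copper sulfate through the metallothionein promoter; potency means the concentration at half of the fitted maximal effect; on the % scale 0 is the no-effect control and ±100 the full control effect; nearly all actives have a fitted effect of over 50% in size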
Giardia killer: Giardia lamblia killing; activity change, % at 7.66 µM, hits read low; Giardia lamblia trophozoite viability; AID 540267; hit rate 0.15% among 340,000; in the data active means activity change below about -80%; inconclusive means between about -30% and that limit;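 further: parasites exposed to compound for two days anaerobically before the ATP read; on the % scale 0 is the no-effect control and ±100 the full control effect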
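Giardia lamblia trophozoites (100 cells/well) were incubated with compounds for 48 h at 37 deg C under anaerobic conditions. Viability was read as ATP content by one-step luminescence after 15-30 min at room temperature.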
Rab9 prom act: Rab9 promoter activation | Huh7 Rab9 promoter-luciferase reporter, luminescence, 24 h | Potency, µM (highest dose often 9.22 µM), for the others: at the highest dose activation, negative = inhibition, most hits filed as activators | hit rate 2.8% among 320,000; further: potency means the concentration at half of the fitted maximal effect; % of control where 0% means no effect; nearly all actives have a fitted effect of over 60% in size
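Promoter activation is measured as luciferase luminescence in Huh7 cells stably transfected with a Rab9 promoter–luciferase construct, following 24 h compound exposure at 37 °C and 10 min reagent incubation at ambient temperature.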
* hit, by the source's call; ? = inconclusive; / = not tested or not shown; [ ] = another dose, or the depositor's remark. Unless noted, the call rests on the fitted dose curve; in most records, active means well fitted curve in the direction sought with a large enough effect; inconclusive means small, poorly fitted or top-dose-only effect, or another doubt; inactive means no such curve, though single readings can be large; an effect the other way counts as inactive or inconclusive. Hits appear at their usual frequency; overall some 14% were active at least once.

canonical_smiles | uPA surface inh | KCNH2 3.1 inh | FLuc modulator | Tb PFK block | NPC1 prom act | RORg inh | ELG1 genotox | FBPA coupling cs | VP16 counter | Giardia killer | Rab9 prom act
CCC(C)(C)NC(=O)C(C)OC(=O)c1nsc(Cl)c1Cl (centres undefined) | -2% | -2 | -1% | -15% | 0% | -7% | 3% | 0 | -15% | -4 | -5%
O=C(C1CCCN(S(=O)(=O)c2cnc[nH]2)C1)N(CCc1ccccc1)Cc1ccccc1 (centres undefined) | 12% | -1 | 2% | -2% | -2% | -6% | 0% | 4 | 22% | 3 | -6%
CCOc1ccc(S(=O)(=O)N2CCN(S(=O)(=O)c3ccc(C(C)=O)cc3)CC2)cc1 | 3% | 25 | 1% | -1% | 1% | 9% | 0% | -1 | 0% | -1 | -2%
COc1ccc2oc(C(=O)NCc3cc(OC)c(OC)cc3OC)c(C)c2c1 | 4% | -9 | ? | -6% | 1% | 35% | -18% | -1 | -4% | ? | -1%
O=C(O)c1cnn2c(-c3ccc(F)cc3)ccnc12 | -1% | 1 | 2% | 0% | -2% | 21% | 0% | -2 | -1% | -8 | -10%
COc1cc(/C=N/NC(=O)C(=O)Nc2ccccn2)ccc1O | 0% | 2 | ? | 3% | 9% | 21% | 10% | 0 | -3% | 20 | -1%
Cc1cccc(NS(=O)(=O)c2cnc(Cl)c(Br)c2)n1 | 0% | -4 | 5% | -5% | -1% | -13% | 0% | 0 | 5% | -26 | -1%
Nc1ccccc1Nc1ccncc1[N+](=O)[O-] | 0% | -1 | 3% | 1% | 0% | ? | 3% | 7 | 1% | 16 | 9%
Cc1nnc(SCC(=O)c2ccccc2F)n1Cc1ccccc1 | 10% | -3 | -12% | -5% | -5% | 21% | 1% | 7 | -15% | -1 | 1%
COC(=O)c1cccc(NC(=S)Nc2ccc(Cl)c(Cl)c2)c1 | 4% | 3 | -15% | 12µM* | 6% | -29% | -9% | 1 | 6% | 8 | 11%
O=C1c2oc3ccc(Cl)cc3c(=O)c2C(c2ccccn2)N1CCCN1CCOCC1 (centres undefined) | ? | 35 | 6% | 0% | -2% | 22µM* | 18% | -1 | ? | 18 | 3%
COC(=O)CSc1nc2sc3c(c2c(=O)[nH]1)CCC3 | 10% | 1 | -3% | -3% | 0% | 16% | 0% | -4 | -12% | -1 | -5%
CCOC(=O)c1sc(N2C(=O)C(O)=C(C(=O)c3ccc(C)o3)C2c2cccc([N+](=O)[O-])c2)nc1C (centres undefined) | -15% | 10 | 0% | 0% | -1% | / | -1% | 1 | / | -15 | -1%
c1ccc(Oc2cnc3ccccc3n2)cc1 | 2% | -15 | -18% | 8% | -1% | 12% | 1% | 2 | -1% | 0 | -9%
Cc1cc(=O)oc2c(CN3CCN(CCO)CC3)c(O)ccc12 | -1% | 5 | 2% | 2% | 1% | -32% | -5% | -1 | -2% | -4 | 7%
Nc1nnc(-c2cc3c(ccc4ccccc43)oc2=O)s1 | / | / | -9% | -2% | 0% | -36% | 4% | -1 | -21% | / | ?
[O-]/C(=C(\C(=S)Nc1ccccc1F)[n+]1ccccc1)c1ccc(OC(F)F)cc1 | 1% | -7 | 5% | -6% | -3% | 0% | 0% | 0 | -1% | 1 | 4%
O=C(CCCn1c(=S)[nH]c2ccccc2c1=O)NCc1ccco1 | -2% | -1 | 0% | / | / | -32% | / | 4 | -4% | -20 | /
OC(c1cccs1)c1nccc2ccccc12 (centres undefined) | 4% | 6 | -1% | 1% | -4% | -6% | 0% | -9 | 5% | 7 | -3%
Cc1cc(C(=O)NNC(=O)CN2C(=O)NC(C)(c3ccccc3)C2=O)c(C)o1 (centres undefined) | 0% | 11 | 7% | -3% | 1% | / | -7% | / | / | 8 | -3%
COCCNC(=O)CN(C(=O)CCC(=O)Nc1nccs1)c1ccccc1OC | -1% | 1 | 7% | 1% | 0% | -2% | 0% | 3 | -8% | 1 | -7%
CCOc1ccc(S(=O)(=O)Nc2cccc(C(=O)N(C)Cc3cccc(OC)c3OC)c2)cc1 | ? | -1 | 4% | 5% | 2% | ? | -7% | 2 | 2% | -1 | 0%
COc1cccc(C(=O)Nc2cc3c(cc2Cl)OCCCO3)c1 | -5% | -3 | 3µM* | -7% | 3.2µM* | -28% | ? | -2 | -19% | -26 | 1.8µM*
CC(C)OP(=O)(OC(C)C)C(O)c1ccc(N(C)C)cc1 (centres undefined) | -4% | 7 | -3% | 0% | 0% | -8% | -4% | 2 | -11% | -10 | -3%
O=C(CN1CCN(c2ccc(F)cc2)CC1)Nc1nnc(-c2ccccc2)s1 | -1% | -5 | 6% | -1% | -1% | -41% | 0% | 0 | -4% | 9 | -1%
CN1CCN(c2ccccc2NC(=O)c2cccs2)CC1 | -2% | 3 | 0% | 3% | -3% | -19% | 1% | / | -2% | 6 | 4%
C/C(=N\NC(=O)c1ccccc1NC(=O)c1ccc(Cl)cc1)c1ccncc1 | -12% | 4 | 0.027µM* | -15% | ? | 0.56µM* | -23% | -2 | 0.89µM* | -96* | ?
CCCCC(CC)C(=O)Nc1cc(=O)[nH]c2nc3ccccc3n12 (centres undefined) | 6% | -5 | 1% | 11% | -3% | -1% | -1% | 3 | -9% | -12 | -1%
Cc1ccc(C(=O)OCC(=O)NCc2ccc3c(c2)OCO3)cc1S(=O)(=O)N1CCOCC1 | 9% | -11 | / | 1% | / | / | 13% | / | / | 1 | /
C[C@H](CO)N1C[C@H](C)[C@@H](CN(C)Cc2ccncc2)Oc2c(NC(=O)CCCCCC(=O)Nc3ccccc3N)cccc2C1=O | -2% | 9 | / | -2% | / | / | 0% | / | / | 8 | /
C[C@@H](C(=O)N1CCNCC1)n1cc(CCC(=O)O)nn1 | 8% | -3 | 0% | -2% | -2% | -1% | 1% | 2 | -1% | 12 | -1%
CCn1nnnc1-c1ccc(OC)c(S(=O)(=O)NCc2ccccc2)c1 | -3% | 2 | 4% | 3% | 2% | 38% | 5% | -3 | -6% | -10 | -4%
O=C(/C=C/c1ccc2c(c1)OCO2)NCc1ccco1 | -4% | 9 | ? | -6% | -1% | 16% | 14% | -4 | 4% | -12 | -1%
COc1ccc(OCCCC(=O)OCC(=O)NNC(=O)c2ccc([N+](=O)[O-])cc2)cc1 | -1% | 3 | -2% | 0% | 0% | / | 0% | / | / | -2 | 0%
Cc1ccc(S(=O)(=O)CC(=O)NCc2ccccc2)cc1 | 3% | -4 | 2% | 0% | 0% | 3% | 14% | / | -10% | -3 | 1%
O=C(COc1ccc(S(=O)(=O)N2CCCC2)cc1)NCC1CCCO1 (centres undefined) | 4% | 9 | -3% | -1% | -3% | 1% | -1% | 4 | -5% | -16 | -2%
O=C(CCC(=O)Nc1cccc2ccccc12)N/N=C/c1ccco1 | -8% | -7 | 3% | -3% | -2% | -5% | 1% | 0 | 1% | 19 | -6%
O=C(CSc1ccc(F)cc1)NC(=O)NCc1ccccc1 | 12% | -6 | 4% | -11% | 1% | 35% | 2% | -2 | -10% | 11 | -1%
CCN(CC)C(=O)C1CC(=O)N(c2ccc(OC)cc2)C1c1ccc(OC)cc1 (centres undefined) | -3% | 0 | -4% | -3% | 1% | -15% | -6% | 0 | -4% | 25 | 10%
O=C(COc1ccc2c3c(c(=O)oc2c1)CCC3)NCCCN1CCCC1=O | 5% | 26 | -1% | 2% | -1% | -19% | 9% | / | -2% | -28 | -5%
COc1ccccc1-c1nnc(NC(=O)C(C)Sc2nncn2C)s1 (centres undefined) | ? | 14 | 19µM* | -4% | 3% | 1% | 12% | 0 | -6% | -20 | 14%
COc1ccc(CNC(=O)c2ccc(Cn3cc(Br)cn3)o2)cc1 | -12% | -1 | 0% | 7% | 1% | 44% | -2% | / | 4% | 64[activator] | 17%
CCCN(CCC)CCCNC(=O)c1cc2cc3ccc(Cl)cc3nc2o1 | -1% | -1 | -17% | -4% | -2% | ? | 3% | 4 | -2% | 8 | ?
CC(=O)c1ccc(N2CCN(S(=O)(=O)c3c(C)[nH]c(C)c3C(=O)N3CCCC3)CC2)cc1 | 1% | -6 | -3% | 2% | 2% | 16% | 11% | 3 | -15% | -9 | 9%
COc1ccc(CCC(C)NCc2cc(OC)cc(OC)c2)cc1 (centres undefined) | 12% | 1 | -2% | 0% | -1% | / | -9% | 2 | / | 2 | -4%
CCCN(CC(=O)Nc1ccccc1OC)C(=O)c1ccc(S(=O)(=O)NCc2ccco2)cc1 | 3% | -1 | 4% | 1% | -1% | / | 0% | / | / | 0 | -2%

Screens (PubChem BioAssay)
